# UBC13 polyUb = UBC13 polyubiquitin chain formation inhibitors, primary screen, biochemical, TR-FRET, uHTS; AID 485273, 2010; inhibition, % at 20 µM; 330,000 tested, 0.47% active; in the data active = inhibition above about 45%, passing the limit was not always enough; inconclusive = no clear call, values can overlap the other calls
# Target sequence (P61088 whole entry, looked up): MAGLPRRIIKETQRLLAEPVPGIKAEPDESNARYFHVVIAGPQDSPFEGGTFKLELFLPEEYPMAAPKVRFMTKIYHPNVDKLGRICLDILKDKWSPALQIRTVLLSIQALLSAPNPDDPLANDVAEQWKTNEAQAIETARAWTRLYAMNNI
# CCR6 antag = CCR6 receptor antagonists, primary screen, cell-based, CHO-K1, luminescence, beta-arrestin, uHTS. C-C chemokine receptor type 6 (Homo sapiens), P51684. CHO-K1 CCR6 PathHunter beta-arrestin, CCL20-stimulated. 340,000 tested, 0.49% active. inhibition, % at 20 µM;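 active = compounds whose inhibition of the agonist-driven luminescence signal at 20 µM reaches about 50%, limit read from the data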;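 note: cells stimulated with CCL20 at 14 nM final; plate controls were DMSO with CCL20 for no effect and DMSO without agonist for full effect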
# 697 NFkB inh = inhibitors of PMA/ionomycin-induced NF-kB reporter, 697 cells, primary screen, B-cell NF-kB inhibitor project, cell-based, luminescence, uHTS; 697 B-cell NF-kB luciferase reporter, 16 h; 330,000 tested, 0.33% active; inhibition, % at 4 µM; AID 435022, 2010; in the data active = inhibition above about 35%
# Jurkat NFkB inh = inhibitors of induced NF-kB luciferase reporter, primary screen, TCR NF-kB activation inhibitor project, cell-based, luminescence, uHTS. Jurkat, PMA/ionomycin-induced NF-kB luciferase reporter. 330,000 tested, 0.53% active. inhibition, % at 4 µM
# EBI2 antag = EBI2 receptor antagonists, beta-arrestin recruitment, primary screen, cell-based, luminescence, 7a,25-OHC stimulation, uHTS | G-protein coupled receptor 183 (Homo sapiens), P32249 | 7a,25-OHC stimulated | 360,000 tested, 0.81% active | inhibition, % at 5 µM | AID 651636, 2012; in the data active = inhibition above about 38%;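 note: enzyme fragment complementation signal reports receptor beta-arrestin coupling in cells; 0% = agonist plus DMSO wells and 100% = wells without agonist; some results beyond the cut were filed as inactive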
# Target sequence (P32249 whole entry, looked up, the tested form may be a part): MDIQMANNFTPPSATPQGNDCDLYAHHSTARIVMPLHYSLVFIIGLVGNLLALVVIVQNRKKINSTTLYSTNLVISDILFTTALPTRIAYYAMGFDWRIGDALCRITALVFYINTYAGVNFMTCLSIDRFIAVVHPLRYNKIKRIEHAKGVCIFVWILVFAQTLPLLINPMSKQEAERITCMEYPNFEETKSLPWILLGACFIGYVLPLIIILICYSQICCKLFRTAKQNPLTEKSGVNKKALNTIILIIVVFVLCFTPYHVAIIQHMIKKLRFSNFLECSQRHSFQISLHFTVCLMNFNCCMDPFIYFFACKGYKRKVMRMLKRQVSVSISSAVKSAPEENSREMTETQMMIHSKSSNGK
# Gli-Sufu block = Gli-Sufu pathway antagonists, primary screen, luciferase luminescence, Sufu-KO-LIGHT cells, uHTS; inhibition, % at 5 µM; AID 588413, 2011; 340,000 tested, 0.74% active; Sufu-KO-LIGHT fibroblasts, Gli luciferase reporter luminescence;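 active = inhibition above about 55%, limit read from the data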;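 note: 0% = DMSO-treated cells and 100% = wells with medium but no cells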
# SENP8 inh = SENP8 protease inhibitors, primary screen, biochemical, luminescence; Sentrin-specific protease 8 (Homo sapiens), Q96LD8; purified SENP8, Z-RLRGG-aminoluciferin cleavage; inhibition, % at 10 µM; 330,000 tested, 1.2% active; AID 2540, 2010
# Target sequence (Q96LD8 whole entry, looked up): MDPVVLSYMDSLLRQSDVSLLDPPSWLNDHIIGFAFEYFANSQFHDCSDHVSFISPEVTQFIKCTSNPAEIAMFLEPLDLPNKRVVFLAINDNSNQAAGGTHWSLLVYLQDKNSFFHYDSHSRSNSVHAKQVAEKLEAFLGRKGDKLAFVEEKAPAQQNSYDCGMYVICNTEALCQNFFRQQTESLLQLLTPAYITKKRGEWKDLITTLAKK
# Apaf-1 inh = inhibitors of human Apaf-1 apoptosome, primary screen, biochemical, DEVD-Rh110 fluorescence, uHTS; Apoptotic protease-activating factor 1 (Homo sapiens), O14727; reconstituted apoptosome caspase-3 activity; inhibition, % at 20 µM; 330,000 tested, 0.71% active; AID 489030, 2010; active = inhibition of at least 40% at 20 µM;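 note: plate controls were DMSO wells for no effect and DEVD-CHO caspase inhibitor wells for full effect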
#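 Assay system: Apoptosome proteins | Medium: pH 7.5 Hepes buffer with CHAPS, BSA, DTT | Also added: Cytochrome c and DEVD-Rh110 substrate | Times: 30 min plus 50 min, RT | Detection: Rhodamine 110 fluorescence at Ex 480/Em 540 nm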
# An asterisk follows results filed as active; ? = inconclusive; nt = not tested or not shown; & = joins results of further samples. Cut-off read from the data, not from the text of the source, unless noted: active = inhibition above about 50%; inactive = the rest.
SMILES,UBC13 polyUb,CCR6 antag,697 NFkB inh,Jurkat NFkB inh,EBI2 antag,Gli-Sufu block,SENP8 inh,Apaf-1 inh
O=C(c1ccco1)N1CCN(S(=O)(=O)c2ccc(S(=O)(=O)NC3CC3)cc2)CC1,2,0,18,0,3,1,1,-1
CN(C)/C=C(\C#N)C(N)=C(C#N)C#N,5,-6,8,-16,2,6,-7,16
CCN(Cc1ccccc1)C(=O)CCCOc1ccccc1,7,13,-25,-16,14,-1,-4,0
O=C(C1=C[C@H](C2CCCCC2)C[C@H](OCc2ccc(CO)cc2)O1)N1CCN(Cc2ccccc2)CC1,5,4,-9,-10,30,13,-12,28
O=S(=O)(N/N=C\c1c(F)cccc1Cl)c1ccc(Cl)cc1,-8,12,-8,8,2,4,1,-12
O=C(CCS(=O)(=O)c1ccc(Br)cc1)NCc1cccs1,-2,12,8,-18,0,-3,-10,-4
CC(C)(C)NC(=O)C1CC(=O)OC12CCCCC2 (stereo not given),0,18,23,5,-10,-43,0,-11
CC(=O)c1cccc(NC(=O)C(OC(=O)c2cccs2)c2ccccc2)c1 (stereo not given),10,21,21,8,8,7,1,6
O=C(NC(=S)Nc1ccccc1N1CCOCC1)c1ccccc1F,-1,19,-3,-11,-6,3,-8,14
CCc1ccc(C(C)NC(=O)Cc2ccc(F)cc2)cc1 (stereo not given),-13,11,-21,-5,0,1,-1,5
Cc1cc(NC(=O)c2cc(-c3ccccc3)on2)n(-c2ccccc2)n1,-4,-7,-5,-11,7,4,3,-9
COc1cccc2sc3ccc(C#CC4(N)CCCCC4)cc3c(=O)c12,?,15,-15,-44,8,-10,10,33
CC(=O)Nc1ccc(N2C(=O)CC(N3CCSCC3)C2=O)cc1 (stereo not given),-4,14,-10,-15,-2,-1,-9,-4
CC1CCN(C(=O)CSc2ccc(-c3ccccc3)nn2)CC1,-5,-2,7,-3,-11,-11,-10,9
CCC(=O)Nc1c2c(nn1-c1ccc([N+](=O)[O-])cc1)CS(=O)(=O)C2,-3,6,4,-16,-3,5,14,1
CC(C)N1CCc2c(sc(NC(=O)CCS(=O)(=O)c3ccccc3)c2C#N)C1,-5,-2,-2,7,-1,7,0,8
Cc1ccc(S(=O)(=O)N(C)c2nc3ccccc3n3c(C(C)C)nnc23)cc1,2,-5,-28,2,5,5,0,0
CC(C)(C)c1n[nH]c(=S)n(/N=C/c2cccs2)c1=O,-9,18,-24,-18,-10,-1,-8,9
CCS(=O)(=O)Nc1ccc(C2=NN(C(=O)c3ccco3)C(c3cccs3)C2)cc1 (stereo not given),2,-4,2,10,-37,-5,-4,22
Cc1ccc(-n2cc(CN3CCN(C(=O)c4ncn[nH]4)CC3)c(-c3ccc(F)cc3)n2)cc1,-21,-4,13,-7,3,-4,-5,14
Oc1ccc(/C=N/Nc2nn3cnnc3c3ccccc23)cc1,-29,4,8,-6,6,-10,-11,3
CC(=O)c1c(C)oc2ccc(N(C(=O)C3CCCCC3)S(=O)(=O)c3cc([N+](=O)[O-])ccc3C)cc12,-12,14,-26,11,0,4,-4,13
Cc1ccc(S(=O)(=O)N(C)CC(=O)NNC(=O)CCC(=O)c2ccc(F)cc2)cc1,-2,-2,-10,1,-1,3,0,8
CC1CC1C(=O)OCC(=O)c1c(N)n(C)c(=O)n(C)c1=O (stereo not given),3,5,19,-5,-11,-5,-3,0
OC(c1ccccc1)c1nccn1Cc1ccccc1 (stereo not given),-3,-5,11,0,-6,-8,3,-9
COc1ccc(NC2=NCCCCC2)cc1,1,1,11,-18,-6,18,-10,-8
Cc1ccc2[nH]c3c(c2c1)SC(C)(C)CC3=O,5,-15,-3,10,14,-8,-6,16
O=C(NCc1n[nH]c(=S)n1-c1ccc(Br)cc1)c1cccs1,-4,4,3,-12,-3,0,-5,3
CSc1ncccc1C(=O)N(C)CC(=O)Nc1ccc(Cl)c(C(F)(F)F)c1,-5,13,12,5,8,0,-1,23
O=C(NCCC(=O)N1CCN(c2ccccc2O)CC1)c1ccc(Br)cc1,-7,-8,-18,-5,17,-9,-6,2
CN(Cc1ccccc1)C(=O)CCNC(=O)Cn1cnc2ccccc2c1=O,3,1,21,-2,-3,-2,3,-3
CCOc1ccc(NC(=O)NC23CC4CC(CC(C4)C2)C3)cc1,-4,-1,-33,-22,3,-33,3,3
Cc1ccc(S(=O)(=O)N2CCN(C(=O)c3ccco3)CC2)cc1C,5,1,13,-12,6,nt,-1,8
COC(=O)c1cccc(C(=O)N2CCCC(Nc3ccc4c(c3)OCCO4)C2)c1 (stereo not given),4,-2,8,8,-5,-17,4,-3
O=C(O)CCC(=O)Nc1ccc(C(=O)N2CCCCC2)cc1,1,9,13,-5,-17,1,-2,-26
Cc1ccc(C(=O)N2CCN(S(=O)(=O)c3ccc(C)cc3)CC2)cc1,3,16,10,7,5,3,5,-4
C=CCN1C(c2cccc(C(F)(F)F)c2)=CS/C1=C(/C#N)c1nnc(N2CCOCC2)n1-c1ccccc1,2,8,-16,7,4,16,8,25
Cc1ccc2nc(-c3cccc(SC4CCCCC4)c3)c(NC3CCCCC3)n2c1,16,34,-46,-5,31&35,21,-8,26
COc1cccc(/C=C(\C)C(=O)c2c(C)cc(C)[nH]c2=O)c1OC,2,8,-7,-8,-3,-2,1,1
CC1(C(=O)N2CCN(c3ccccc3)CC2)CC1(Cl)Cl (stereo not given),-8,9,-4,7,3,-22,4,4
CCNC(=O)N1CCNC(=O)C1CC(=O)OC (stereo not given),-11,-10,-4,-14,-1,-2,2,16
Cc1cccc(NC(=O)NCCCCc2ccccc2)c1,2,11,-3,-6,19,-7,7,18
CCc1ccc(S(=O)(=O)NC2CC(C)(C)NC(C)(C)C2)cc1,8,4,5,3,-2,3,3,-11
CN(CC(=O)Nc1ccc(F)cc1)C(=O)C1CC(=O)N(Cc2ccccc2)C1 (stereo not given),5,13,-20,-4,-8,-2,-14,44*
CN(C)c1nc2n(c(=O)n1)CCO2,-5,6,3,-5,-6,3,-10,-13
Cc1ccc(NC(=O)COC(=O)c2cc(-c3cccs3)nn2-c2ccccc2)cc1[N+](=O)[O-],-5,1,17,-6,-13,-3,-5,14
O=S(=O)(/C=C/c1ccccc1)N1CCNCC1,3,-4,4,-5,-4,15,6,1
Cc1cc(N2CCN(C)CC2)nc2ccc(NC(=O)c3ccc4c(c3)OCO4)cc12,9,7,-77,-26,9,-22,-3,21
CC1CCN(CC(=O)N2CCN(c3ccccc3)CC2)CC1,8,7,1,9,-7,1,-7,-16
Cc1ccn2c(C(=O)CSc3ccc(Cl)cc3)c(C)nc2c1,-4,30,2,-27,4,3,-10,0
# The listing continues:
SMILES,UBC13 polyUb,CCR6 antag,697 NFkB inh,Jurkat NFkB inh,EBI2 antag,Gli-Sufu block,SENP8 inh,Apaf-1 inh
Cc1cccc(NC(=O)CSCc2nc3c(nnn3Cc3ccc(F)cc3)c(=O)[nH]2)c1C,3,4,9,7,-7,1,5,1
CCCOc1ccc(N2C(=O)C3ON(c4ccccc4)C(CCC)C3C2=O)cc1 (stereo not given),-6,-21,-7,5,3,-5,-6,18
O=C(CCc1nc2ccccc2c(=O)[nH]1)Nc1nnc(SCc2ccc(F)cc2)s1,-13,10,4,15,1,6,11,6
FC(F)(F)c1cccc(Cc2noc(CN(Cc3ccccn3)CC3CCCO3)n2)c1 (stereo not given),-6,10,-21,-5,-13,5,-5,-3
CC(=O)N/C(=C\c1ccc(F)cc1)C(=O)N(C)C,-5,-4,18,-4,-5,-4,-11,-1
C=CCCC(=O)NC1CCCc2c1cnn2-c1ccccc1F (stereo not given),1,4,-10,-7,-3,-1,-6,-9
CCOC(=O)CN(C)Cc1cn[nH]c1-c1ccc2cc(OC)ccc2c1,4,2,-11,10,14,-12,-8,-6
COC(=O)CS(=O)(=O)c1ccc(C)cc1,-12,9,-10,-5,5,0,-6,6
CCn1cc(/C=C(\NC(=O)c2cc(OC)c(OC)c(OC)c2)C(=O)NCCN2CCOCC2)c2ccccc21,?,10,6,7,-4,1,-1,-1
C=C(C)Cn1c(CCNC(=O)C(C)C)nc2ccccc21,-4,7,3,-1,8,24,3,9
COc1cc(OC)c(S(=O)(=O)NCc2cccnc2)cc1NC(C)=O,8,0,-6,-6,4,-2,-1,-7
Cc1cc(C)c[n+](-c2[nH]c(=O)sc2/C=N/N=C(\[O-])c2cccnc2)c1,-18,-1,-42,-6,-3,11,-7,13
COc1ccc(C2NC(c3ccc(OC)cc3)C(c3ccccc3)C(=O)C2c2ccccc2)cc1 (stereo not given),2,3,-5,6,13,-3,3,-4
CCC(CC)C(=O)NCCc1ccc(OC)c(OC)c1,2,9,-23,7,3,3,-10,-1
CCCSC1=N/C(=C\c2ccc3c(c2)OCO3)C(=O)S1,-3,16,4,8,7,4,0,13
COc1nsnc1NS(=O)(=O)c1ccc(NC(=S)NC(=O)c2cccnc2)cc1,-4,33,7,-21,4,-6,24,-1
O=C(COC(=O)c1ccco1)NCc1ccc(Cl)cc1Cl,6,5,-1,4,-10,5,2,-4
COc1ccc(-c2csc(NC(=O)CSc3nc(C)cs3)n2)cc1,4,14,-24,-30,-13,-65,-2,17
CC(C)(C)C(=O)NC(=S)NNC(=O)c1ccncc1,-1,18,9,-14,-2,-16,10,-9
CCCn1c(COc2ccccc2)nc2ccccc21,-2,22,-8,-1,-7,-6,-19,11
Cc1ccc(S(=O)(=O)NC(C)(C)CN2CCc3ccccc3C2)cc1,5,7,3,5,-1,9,4,-7
O=C(CSc1ccc(-c2cccs2)nn1)Nc1ccccc1,-13,-2,-5,-22,-8,-17,-8,4
COc1cc(Cl)ccc1NC(=S)N(CCN1CCOCC1)C1CCN(C(C)=O)CC1,9,3,4,2,1,17,-7,4
CC1Cc2ccccc2N1S(=O)(=O)c1cccc(C(=O)c2nccn2C)c1 (stereo not given),-2,6,-41,-9,-3,6,-1,8
Cc1occc1-c1nnc(SCC(=O)N2CCCCC2C)o1 (stereo not given),-6,4,7,9,2,2,3,-4
CCCN(C(=O)COC(=O)c1cc(CC)c(C)s1)c1c(N)n(Cc2ccccc2)c(=O)[nH]c1=O,-5,-5,20,15,-11,3,8,5
CC1CCCCC1NC(=O)C(=O)NCC1CCCO1 (stereo not given),2,-5,14,3,-5,5,-7,-10
C[C@H](NC(=O)c1ccccc1Cl)C(=O)OCC(=O)N1CCN(c2ccccc2)CC1,-7,0,10,-3,2,1,2,-2
O=C(OCc1ccccc1Cl)C1CC(=O)N(Cc2ccco2)C1 (stereo not given),-2,-2,-5,7,2,-4,-8,2

# Source: PubChem BioAssay

# Only part of the results is shown, so the mix of outcomes need not match the whole.
